PLCg1 inh = inhibitors of human phospholipase C gamma1. inhibition, % at 12.2 µM. AID 720700. purified PLC-gamma1, fluorogenic substrate, fluorescence. hit rate 0.84% among 370,000; in the data active = inhibition above about 9.5%
DAX1 inh-1 = inhibits human nuclear receptor DAX1. P51843. HEK293 Gal4-DAX1 luciferase reporter, luminescence. inhibition, % at 6.75 µM. hit rate 0.99% among 340,000. AID 504766;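 active = inhibition above the mean over all tested compounds plus 3 SD, cut at about 4.2% in these data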;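 also: 0% = DAX1-transfected cells with DMSO and 100% = empty-vector control cells with DMSO; inhibition shows as a rise in luminescence from relieved DAX1 repression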
Target sequence (P51843 207-470 limits assumed): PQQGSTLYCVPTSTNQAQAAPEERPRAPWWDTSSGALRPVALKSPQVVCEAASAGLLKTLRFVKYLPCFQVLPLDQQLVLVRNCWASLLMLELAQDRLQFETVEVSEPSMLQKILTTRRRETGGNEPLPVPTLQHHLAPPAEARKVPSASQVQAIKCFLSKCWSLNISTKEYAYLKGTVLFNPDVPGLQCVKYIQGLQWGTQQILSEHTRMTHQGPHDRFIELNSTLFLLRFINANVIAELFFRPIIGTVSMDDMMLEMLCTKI
GAA850 FXN act = activators of GAA850 frataxin (FXN) promoter | HEK293 lucGAA850 FXN promoter luciferase reporter, 24 h; percent of 10 µM SAHA response | activation, % at 6 µM | hit rate 0.56% among 360,000 | AID 540364;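 active = activation above the average of all compounds screened plus 3 SD, cutoff fixed separately per campaign, cut at about 7.5% in these data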;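 also: 0% = DMSO wells and 100% = 10 µM SAHA wells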
ssDAF12 agonist = activators of S. stercoralis DAF-12 nuclear receptor | HEK293 ssDAF-12/GRIP1 lit1-tk-luc reporter, luminescence; % of 3 µM dafachronic acid response | activation, % at 6.8 µM | hit rate 1% among 370,000;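 active = activation above the mean over all tested compounds plus 3 SD, cut at about 0.9% in these data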;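 also: 0% = DMSO-only wells and 100% = 3 µM delta7-dafachronic acid wells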
hgDAF-12 ag = agonists of H. glycines DAF-12 nuclear receptor; hit rate 1.8% among 370,000; activation, % at 6.8 µM; HEK293 GAL4-hgDAF12 UAS-luciferase reporter, agonist luminescence; normalized to butyrate control; AID 687014;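 active = activation above a cutoff set at the mean of all screened compounds plus 3 SD, cut at about 10% in these data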;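 also: 0% = DMSO wells and 100% = sodium butyrate wells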
ADAM10 inh = inhibitors of human ADAM10. O14672. recombinant ADAM10, EDANS/DABCYL FRET peptide cleavage, 3 h. inhibition, % at 7 µM. hit rate 0.62% among 370,000;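 active = inhibition above a per-campaign cutoff equal to the mean of compounds falling between control-based bounds plus 3 SD, cut at about 20% in these data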;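 also: 0% = DMSO wells while the 100% control is not disclosed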
hcDAF12 agonist = activates DAF-12 receptor from parasite H. contortus. hit rate 1.4% among 370,000. AID 652067. HEK293 hcDAF-12 lit1-tk-luc reporter, luminescence; 0% DMSO, 100% Δ7-dafachronic acid. activation, % at 6.8 µM;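 active = activation above the mean of all tested compounds plus 3 SD, cut at about 5.5% in these data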;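 also: 100% = response to 3 µM Δ7-dafachronic acid high control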
sPLA2-III inh = Blocks human group III sPLA2 activity | Q9NZ20 | QFRET BODIPY PC-A2 liposome hydrolysis, fluorescence | inhibition, % at 12.2 µM | hit rate 0.56% among 370,000;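 active = inhibition above mean plus 3 SD of compounds lying within the high and low control bounds, cut at about 19% in these data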;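 also: 0% = median of test compound wells and 100% = no enzyme DMSO wells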
Target sequence (Q9NZ20 whole entry, looked up): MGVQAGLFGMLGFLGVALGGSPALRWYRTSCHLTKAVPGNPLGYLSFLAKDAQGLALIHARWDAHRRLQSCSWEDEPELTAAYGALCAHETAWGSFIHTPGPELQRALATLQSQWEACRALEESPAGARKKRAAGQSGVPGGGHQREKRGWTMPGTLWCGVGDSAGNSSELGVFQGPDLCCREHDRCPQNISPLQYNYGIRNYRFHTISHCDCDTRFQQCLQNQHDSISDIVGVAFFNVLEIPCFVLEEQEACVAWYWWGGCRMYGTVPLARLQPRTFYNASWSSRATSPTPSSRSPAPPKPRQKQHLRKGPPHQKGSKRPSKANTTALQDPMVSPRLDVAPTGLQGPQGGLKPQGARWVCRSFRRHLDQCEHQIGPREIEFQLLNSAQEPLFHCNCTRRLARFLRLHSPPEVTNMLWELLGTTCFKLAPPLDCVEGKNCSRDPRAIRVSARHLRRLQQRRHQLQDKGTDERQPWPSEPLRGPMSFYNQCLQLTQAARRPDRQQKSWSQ
ADAM17 inh = inhibits human ADAM17. P78536. recombinant ADAM17, EDANS/DABCYL FRET peptide cleavage. inhibition, % at 6.95 µM. hit rate 0.83% among 370,000. AID 720648;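 active = inhibition above the mean of compounds lying between control limits plus 3 SD, set per campaign, cut at about 8.5% in these data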;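 also: 0% = DMSO-only wells as the low control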
DAX1 inh-2 = DAX1 (NR0B1) inhibition, primary screen | HEK293T StAR-luciferase reporter, SF-1/DAX-1 repression relief | inhibition, % at 6.8 µM | hit rate 1.1% among 370,000 | AID 652010;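 active = inhibition above the mean over all tested compounds plus 3 SD, cut at about 3.6% in these data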;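 also: 0% = DAX-1 cells with DMSO and 100% = cells lacking DAX-1 with DMSO; higher inhibition means more luminescence from relief of DAX-1 repression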
PLC-beta3 inh = blocks human PLC-beta3 enzyme activity. hit rate 0.18% among 370,000. inhibition, % at 12.2 µM. AID 720704. Q01970. Purified PLC-beta3, fluorogenic substrate, fluorescence; in the data active = inhibition above about 11%;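 also: 0% = median of compound wells on plate and 100% = full blocker control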
Active calls of the source: *; i = inactive; . = not tested or not shown; & = joins results of further samples. An unsorted share of the library. Share with any hit: about 6.9%.

SMILES	PLCg1 inh	DAX1 inh-1	GAA850 FXN act	ssDAF12 agonist	hgDAF-12 ag	ADAM10 inh	hcDAF12 agonist	sPLA2-III inh	ADAM17 inh	DAX1 inh-2	PLC-beta3 inh
CCOC(=O)Cc1csc(N/N=C\c2ccc(N(C)C)cc2)n1	-10	2.7	-1.4	-0.4	0.8	-20	-0.1	-5	-10	-0.2	-25
C/C(=N\NC(=S)NCCc1ccccc1)c1ccc(O)cc1O	-29	-0.2	-0.7	-1.1	-0.7	-4	-2.3	33*	4	-0.5	-56
COc1ccc(N(CC(=O)NCCSCc2ccco2)S(=O)(=O)c2ccccc2)cc1	1	-0.3	-0.9	-1.4	-3.4	7	-1.7	-4	1	-0.2	2
CCOC(=O)c1cc(CC)sc1NC(=O)c1cc(OC)c(OC)c(OC)c1	-26	0.4	3.1	-1.0	-2.9	-7	-1.2	-1	-5	-0.4	-31
Cc1c(C(=O)OC(C)C)sc2nc[nH]c(=O)c12	-6	-0.7	1.3	-1.1	-1.3	-36	-0.6	-10	-16	0.2	-5
Cc1ccc(C(=O)O/N=C(/c2nonc2N)N(C)C)cc1	4	0.7	1.1	-0.8	4.0	6	0.3	-4	-2	0.5	-2
COc1cccc(Cn2cccc(NC(=O)Nc3ccc(C#N)cc3)c2=O)c1	-9	-0.4	-1.7	-2.1	-7.1	-10	-3.9	-8	-2	-2.0	-13
CCc1ccc(NC(=O)COC(=O)CCC2CCCC2)cc1	0	-0.2	1.9	-1.0	5.2	7	-0.7	-9	7	-1.5	-4
O=C(O)c1ccc(CN(c2ccccc2)S(=O)(=O)c2ccccc2)cc1	0	1.4	0.3	-1.2	-0.5	-6	-1.3	5	-6	0.0	-8
O=S(=O)(NCCSc1nnc(-c2ccco2)n1-c1ccccc1)c1ccccc1	2	-0.2	2.2	-1.8	0.0	5	-0.6	-12	1	-1.1	4
N#Cc1ccccc1S(=O)(=O)N1CCN(C(=O)CCc2ccccc2)CC1	0	0.0	1.1	-1.1	1.5	-1	0.1	3	-3	-0.4	-4
CC(C)N(Cc1ccccc1)C(=O)c1cccs1	3	0.1	0.7	-1.2	-3.3	-1	-1.5	10	-1	-0.3	-1
C=CCCC1CN(CC=C)S(=O)(=O)c2c(F)cccc2O1 (configuration not stated)	1	.	.	-1.4	-2.5	-4	-0.3	-2	-2	-0.1	0
O=C(CCNS(=O)(=O)c1ccccc1)N1CCCCCC1	-3	0.3	2.5	-0.9	4.0	-9	1.9	-4	-5	1.4	-3
O=C(COC(=O)c1ccc(Cl)cc1)NC(=O)NC1CCCC1	4	2.2	0.1	-0.9	-1.7	8	-0.3	-3	1	-0.8	-6
Cc1ccccc1NC1=C(Cl)C(=O)OC1OC(=O)c1ccccc1C (configuration not stated)	-1	0.3	1.2	-1.0	-3.1	9	-1.1	-19	2	-0.7	-2
O=C(CSc1cccc2cccc(Cl)c12)OCC(=O)N1CCN(C(=O)c2ccco2)CC1	2	-1.4	2.4	0.0	1.5	14	-0.9	-11	3	0.1	0
CC(C)(C)OC(=O)N1CCC(NC(=O)c2nc[nH]c2C(=O)NCc2ccccc2)CC1	-48	2.2	-0.7	-0.8	-1.8	-18	-2.0	-3	-2	-0.6	-56
Cc1nc(N2CCN(S(=O)(=O)c3ccccc3)CC2)c2cc(-c3ccccc3)sc2n1	5	0.3	1.5	-1.3	1.4	6	-0.1	8	5	0.4	5
CC(/C=C1\SC(=S)N(CCC(=O)Nc2nc(C)cs2)C1=O)=C\c1ccccc1	-2	-2.1	-0.9	-0.3	2.9	-2	1.1	-5	-1	0.0	-9
COc1cc(CN2CCC(C(=O)N3CCN(c4ccccc4F)CC3)CC2)cc(OC)c1O	0	-0.9	4.1	-1.6	1.8	0	0.1	-4	0	-0.6	1
CCOc1cc(C2C(C#N)=C(N)OC3CCCC(=O)C32)ccc1OCCN1CCOCC1 (configuration not stated)	-24	0.8	-1.0	-0.7	0.1	-49	-0.2	-4	-21	-0.3	-27
Cc1cc(OCC(=O)NCc2cccnc2)c2c(C)cc(=O)oc2c1	-238	1.6	-1.5	-1.1	0.9	i	3.6	12	-179	-4.6	-354
O=S(=O)(NCC1CC1)c1cc(Cl)cc(Cl)c1	1	0.9	1.2	-0.5	0.4	1	-1.2	-4	0	-0.5	-3
CC(C)NC(=O)CSc1nncn1-c1ccccc1	4	0.9	-1.5	-0.7	1.9	0	-1.0	4	-7	-0.5	0
SMILES	PLCg1 inh	DAX1 inh-1	GAA850 FXN act	ssDAF12 agonist	hgDAF-12 ag	ADAM10 inh	hcDAF12 agonist	sPLA2-III inh	ADAM17 inh	DAX1 inh-2	PLC-beta3 inh
O=C(CN(Cc1cccs1)C(=O)CCC(=O)Nc1nccs1)NCc1ccccc1	2	-0.5	2.1	-1.4	-0.3	4	0.3	-7	-1	-1.2	4
CN(C)CCCN1C(=O)c2oc3ccc(F)cc3c(=O)c2C1c1cccnc1 (configuration not stated)	-60	0.9	1.6	0.0	11*	-88	0.4	-1	-17	0.9	-71
CC(=O)N1CCC(N(CCCOC(C)C)C(=O)Nc2ccc(C)c(C)c2)CC1	1	-0.8	-0.8	-0.9	2.2	3	2.5	-1	-4	0.0	0
COc1ccc(/C=N/n2c(SC)nnc(C(C)(C)C)c2=O)cc1OC	0	1.3	0.6	-0.9	1.2	7	0.9	7	1	-0.1	1
CCOC(=O)c1cc2c(=O)n3ccccc3nc2n(C(C)C)c1=NC(=O)c1c(-c2c(F)cccc2Cl)noc1C	-58	-0.5	2.5	-1.2	-1.6	-299	0.3	3	-91	-0.3	-74
CC1=CC(C)(C)Nc2ccccc21	3&-1	1.0&-0.8	-0.7&1.3	-1.0&-1.0	-2.8&-0.8	0&-8	-1.9&-1.3	0&4	1&-6	1.9&1.6	-2&-5
COc1ccc(C(=O)NC(=S)NNC(=O)COc2ccccc2)cc1	7	-1.0	-4.1	-0.9	-0.7	13	-0.1	7	6	-0.8	-2
N#Cc1c(N)n(-c2cccc(C(=O)O)c2)c2nc3ccccc3nc12	i	-1.4	1.4	-1.2	0.8	i	0.1	-3	i	-0.1	i
CCNC(=O)C1(C)CCCN(CC(=O)c2ccccc2OC)C1 (configuration not stated)	-5	.	-1.3	-1.1	0.1	-6	-1.2	-4	-6	0.1	1
CCc1nnc(NC(=O)CCC(=O)N2CCN(Cc3cc(Cl)ccc3OC)CC2)s1	1	0.7	0.6	-0.3	-0.9	-8	-1.2	-2	-4	0.7	0
CC(=O)Nc1ccc(NC(=O)C(C)OC(=O)CCCN=C2NS(=O)(=O)c3ccccc32)cc1 (configuration not stated)	2	1.7	2.9	-1.1	-1.0	-5	-0.8	7	-5	0.9	-7
O=C(Cn1ncc2c3ccccc3n(Cc3ccccc3)c2c1=O)NCc1ccco1	-2	-1.1	-0.1	-0.5	-2.5	-7	-1.9	3	-8	-0.5	-8
Cc1occc1C(=O)N1CCN(C(=O)C2CCCO2)CC1 (configuration not stated)	-3	1.0	0.9	-0.9	-1.2	3	0.0	8	-1	0.0	-4
Cc1cccc(NC(=S)Nc2ccccn2)c1C	1	-1.2	3.8	0.2	0.1	4	4.5	3	-3	-0.1	5
c1ccc2c(c1)CSc1sccc1C2=C1CCNCC1	8	-1.2	0.3	-1.2	0.6	2	-0.8	3	3	0.3	2
COC(=O)CC#C[C@H](C)[C@@H](NS(C)(=O)=O)C(C)(C)COCc1ccccc1	-2	.	.	-0.5	3.3	-10	0.3	-7	-1	-0.8	-1
CCOC(=O)[C@H]1[C@H]2COc3ccc(Cl)cc3[C@@H]2N2C(=O)CN(Cc3ccc(Cl)cc3)C(=O)[C@@]12C	2	1.9	0.6	-1.0	1.3	-1	-1.6	5	-4	0.1	0
Cc1cccc(NC(=O)Cn2c(=O)n(C)c3ccccc32)c1	9	-0.5	-1.1	-1.4	-0.7	7	1.1	3	3	0.3	6
O=C(CCSc1nnc(-c2ccncc2)o1)Nc1cccc2ccccc12	-1	-0.1	-0.9	-1.6	-3.9	0	-1.5	-8	-1	-0.2	-2
O=C(COC(=O)c1ncc(Cl)c(Cl)c1Cl)NC(=O)NCc1ccccc1	3	-0.2	-0.4	-1.6	-1.2	1	-0.7	2	-3	1.1	-7
O=C(CCn1c(=O)[nH]c2ccsc2c1=O)NCCc1ccc(Cl)cc1	1	-0.5	-1.5	-1.1	-1.2	0	-0.3	5	0	-0.4	2
COC(=O)c1ccccc1S(=O)(=O)N1CCC(C(=O)OCc2ccc([N+](=O)[O-])cc2)CC1	-2	1.3	3.4	-0.8	0.4	4	-0.7	-4	0	0.8	-6
CC(=O)c1c(C(C)=O)c(C)n(-c2ccc(C)c(NC(=O)c3ccccc3Cl)c2)c1C	1	-0.9	-2.2	-1.7	-2.0	1	-2.1	-3	-3	-1.2	0
COc1ccc(-n2c(O)c(/C=C3\C=Nc4ccccc43)c(=O)[nH]c2=O)cc1	-5	0.6	0.2	0.6	1.7	-11	4.2	6	-6	1.2	-11
CC(C)CC(C(=O)NC1CCCCC1)N(Cc1ccccc1)C(=O)c1snc(C(N)=O)c1N (configuration not stated)	-40	-0.2	0.3	-1.3	0.2	-76	-1.6	-1	-29	-0.4	-67
SMILES	PLCg1 inh	DAX1 inh-1	GAA850 FXN act	ssDAF12 agonist	hgDAF-12 ag	ADAM10 inh	hcDAF12 agonist	sPLA2-III inh	ADAM17 inh	DAX1 inh-2	PLC-beta3 inh
OCCN1CCN(c2ncnc3sc(-c4ccccc4)cc23)CC1	-21	2.2	5.8	-0.5	-2.1	-31	-1.1	-3	-11	-0.7	-22
C=CCOc1ccccc1C(=O)/C=C1/C(=O)Nc2ccccc21	-3	-1.2	4.7	-0.9	-2.3	9	-1.1	1	-12	-1.4	-10
O=C(/C=C/c1cccc([N+](=O)[O-])c1)NCCSCc1ccc(Cl)cc1Cl	2	-0.3	3.1	-1.3	-0.5	-1	-0.4	-2	-4	-0.5	1
O=C1N[C@@H](c2ccccc2)COC(=O)[C@@H](Cc2ccc(F)cc2)C/C=C\C[C@H]1CC(=O)N(CCO)Cc1ccccc1	2	0.1	-3.1	-1.9	-4.3	6	-2.5	-18	2	-0.6	6
CN(C)c1ccc(C(CNS(=O)(=O)c2ccc(F)c(F)c2)c2c[nH]c3ccccc23)cc1 (configuration not stated)	0	-0.5	0.8	-0.5	1.4	40*	1.1	-30	14*	0.5	-25
COc1ccc(CNC(=O)CCCOc2cc(=O)n(C)c3ccccc23)cc1	-1	-0.2	1.5	-1.2	-2.7	3	-2.3	-5	-2	-1.0	1
CCn1c(CNC(=O)Cc2ccc(OC)cc2)nnc1SCC(=O)NC1CCCCC1	-1	-0.4	1.1	1.0*	-0.9	-6	0.0	3	-3	-0.2	2
CC1CCN(C(=O)c2ccc([N+](=O)[O-])o2)CC1	3	-0.6	0.4	-0.9	-3.1	-3	-1.1	8	-1	-0.3	-8
